TcdB inh – TcdB glycohydrolase inhibitors, primary screen, biochemical, single point, plate reader. 350,000 tested, 0.24% active. Toxin B (Clostridioides difficile), P18177. AID 652162, 2013. TcdB glycohydrolase enzymatic assay. inhibition, % at 9.99 µM; in the data active = inhibition above about 10%
* hit, by the source's call; & = joins results of further samples. Only part of the results is shown. The share of hits here may be higher or lower than overall.

SMILES	TcdB inh
COc1ccc2c3c(n(C)c2c1)[C@H](CO)N(C)CC31CN(CC2CC2)C1	-2.1
CCc1cnc(N2[C@H](CO)[C@H](c3ccccc3)[C@@H]2C#N)s1	0.3
CC(C)(C)S(=O)N1C[C@H]2CC(=O)C(CCO)=C2[C@@H]1CCO (some centres not stated)	-7.6
N#C[C@H]1[C@@H](c2ccc(-c3cccc(F)c3)cc2)[C@@H](CO)N1C(=O)c1cccnc1	0.1
COc1ccc(C#Cc2cnc3c(c2)C(=O)N([C@@H](C)CO)C[C@H](C)[C@H](CN(C)CC2CCCC2)O3)cc1	-0.4
CCCNC(=O)N(C)C[C@@H]1Oc2cc(-c3ccncc3)ccc2S(=O)(=O)N([C@H](C)CO)C[C@@H]1C	0.4
O=C1CN(Cc2ccccc2)C[C@@H]2[C@@H](c3ccc(-c4ccccc4F)cc3)[C@H](CO)N12	0.4
C[C@H](CO)N1C[C@H](C)[C@H](CN(C)C(=O)Nc2cccc3ccccc23)Oc2ccc(NS(C)(=O)=O)cc2C1=O	-0.2
CCC(=O)NC[C@H]1[C@H](c2ccc(-c3ccccc3)cc2)[C@H](CO)N1C(=O)C1CC1	-0.3
COc1ccc2c3c(n(C)c2c1)[C@@H](CO)N(C(=O)c1cccnc1)CC31CCN(C)CC1	-1.4
O=C([C@H]1[C@H](CO)[C@H]2Cn3c(cccc3=O)[C@@H]1N2C(=O)c1ccccn1)N1CCCCC1	0.3
CO[C@@H]1CN(C)C(=O)c2ccc(NC(=O)C3CC3)cc2OC[C@H](C)N(C)C[C@@H]1C	0.5
COC(=O)C[C@@H]1CC[C@H]2NC[C@H](O)COC[C@@H]2O1	0.0
CCCNC(=O)N1[C@H](CO)[C@H](c2ccccc2)[C@@H]1CNC(=O)C1CCCCC1	0.5
CN(C)C(=O)c1cccc(-c2ccc3c(c2)[C@@H]2[C@@H](CCN2S(=O)(=O)c2ccccc2)[C@@H](CO)N3)c1	1.5
COc1ccc(NC(=O)N(C)C[C@@H]2Oc3ccc(NS(C)(=O)=O)cc3C(=O)N([C@@H](C)CO)C[C@@H]2C)cc1	0.7
CCN1[C@@H]2c3ccc(-c4cccc(OC)c4)c(=O)n3C[C@H]1[C@H](CO)[C@H]2C(=O)OC	-1.3
CO[C@@H]1CN(C)C(=O)c2cc(NC(=O)c3ccc(-c4ccccc4)cc3)ccc2OC[C@@H](C)NC[C@@H]1C	-0.9
CO[C@@H]1CN(C)C(=O)c2ccc(NC(C)=O)cc2OC[C@H](C)N(Cc2ccc(F)cc2)C[C@@H]1C	0.4
CCCNC(=O)Nc1ccc2c(c1)C(=O)N(C)C[C@@H](OC)[C@H](C)CN(S(C)(=O)=O)[C@@H](C)CO2	0.4
COc1cccc(NC(=O)N(C)C[C@H]2Oc3ncc(C4=CCCCC4)cc3C(=O)N([C@@H](C)CO)C[C@@H]2C)c1	-0.1
CCCC(=O)N1CC2(CN(C(=O)Nc3cccc(F)c3)C2)c2c(n(C)c3cc(OC)ccc23)[C@H]1CO	0.5
C[C@H]1CN([C@@H](C)CO)C(=O)c2cc(C#CCN(C)C)cnc2O[C@@H]1CN(C)Cc1ccc2c(c1)OCO2	-0.4
C[C@@H]1CN([C@@H](C)CO)C(=O)Cc2cc(NC(=O)Cc3cn(C)c4ccccc34)ccc2O[C@@H]1CN(C)Cc1ccc(C(F)(F)F)cc1	-1.2
Cc1ccc(S(=O)(=O)N(C)C[C@H]2OCCCC[C@H](C)Oc3ccc(NC(=O)Nc4ccccc4)cc3C(=O)N([C@H](C)CO)C[C@H]2C)cc1	0.9
The list goes on:
SMILES	TcdB inh
C[C@@H]1CN([C@H](C)CO)C(=O)c2cccc(NC(=O)CCCCCC(=O)Nc3ccccc3N)c2O[C@@H]1CN(C)S(=O)(=O)c1cccs1	-2.5
CNC[C@H]1Oc2ccc(NC(=O)NC3CCCCC3)cc2C(=O)N([C@H](C)CO)C[C@@H]1C	0.2
C[C@@H]1CN([C@H](C)CO)C(=O)c2cc(NS(=O)(=O)c3cn(C)cn3)ccc2O[C@@H](C)CCCCO[C@@H]1CN(C)S(=O)(=O)c1ccccc1	0.3
COc1ccccc1-c1ccc([C@@H]2C[C@H]3[C@H](CON3C)CN2S(=O)(=O)c2cc(Cl)cc(Cl)c2)cc1	0.8
CCC(=O)N1C[C@@H](O)COC[C@@H]2O[C@H](CC(=O)NCc3ccc(Oc4ccccc4)cc3)CC[C@H]21	1.3
O=C(Nc1cc(F)ccc1F)N1CCCCN2[C@H](C1)[C@H](c1ccc(-c3ccncc3)cc1)[C@@H]2CO	-1.3
CN1CCN(C(=O)C[C@H]2CC[C@H]3[C@@H](COC[C@H](O)CN3Cc3ccc4c(c3)OCO4)O2)CC1	-2.6
C[C@@H]1CN([C@H](C)CO)S(=O)(=O)c2ccc(-c3cccc(C(=O)N(C)C)c3)cc2O[C@@H]1CN(C)C	-0.1
C[C@@H]1CN([C@@H](C)CO)C(=O)c2cc(N(C)C)ccc2O[C@H]1CN(C)S(C)(=O)=O	-1.4
C[C@H]1CCCCO[C@@H](CN(C)CC2CCCCC2)[C@@H](C)CN([C@@H](C)CO)C(=O)c2cc(NS(=O)(=O)c3cccs3)ccc2O1	0.6
C[C@@H]1CN([C@@H](C)CO)S(=O)(=O)c2ccc(-c3cncnc3)cc2O[C@@H]1CN(C)Cc1ccncc1	0.3
O=C(N[C@H](Cc1ccccc1)C(=O)NCc1ccc(OC(F)(F)F)cc1)[C@H]1O[C@@H](n2ccc(=O)[nH]c2=O)[C@H](O)[C@@H]1O	-0.6
CN1C(=O)c2cc(NC(=O)C3CCCC3)ccc2OC[C@H]2O[C@@H](CC(=O)NCc3ccccc3F)CC[C@@H]21	-0.1
CN1C(=O)c2cc(NC(=O)C3CCOCC3)ccc2OC[C@H]2O[C@H](CC(=O)NCC3CC3)CC[C@@H]21	0.7
O=C(N[C@@H]1CC[C@@H](CCNS(=O)(=O)c2ccccc2)O[C@H]1CO)c1cccnc1	0.5
COC(=O)C[C@@H]1CC[C@H]2[C@H](COc3ccc(NC(=O)Nc4ccc(C#N)cc4)cc3C(=O)N2C)O1	-4.2
C[C@@H]1CN([C@@H](C)CO)S(=O)(=O)c2ccc(C3=CCCCC3)cc2O[C@H]1CN(C)S(=O)(=O)c1cn(C)cn1	-0.6
O=S(=O)(c1ccccc1F)N1C[C@@H]2N[C@H](C1)C2c1ccc(-c2ccncc2)cc1 (some centres not stated)	0.4
COc1ccccc1CN1C[C@@H](C)[C@H](OC)CN(C)C(=O)c2ccc(NC(C)=O)cc2OC[C@H]1C	-0.1
COc1ccc(CNC(=O)C[C@H]2CC[C@@H]3[C@@H](COc4ccc(NC(=O)C(C)C)cc4C(=O)N3C)O2)cc1	1.1
Cc1ccc(S(=O)(=O)Nc2ccc3c(c2)C(=O)N([C@@H](C)CO)C[C@H](C)[C@@H](CN(C)Cc2ccc4c(c2)OCO4)O3)cc1	0.8
C[C@H](CO)N1C[C@H](C)[C@@H](CN(C)C(=O)CC2CC2)Oc2cc(C#CCC3CCCC3)ccc2S1(=O)=O	-0.1
O=C(C1CCCCC1)N1CC2(C1)[C@@H](c1ccccc1)[C@H](CO)N2C(=O)c1cccnc1	1.2
CN(C)C(=O)c1ccc(-c2ccc([C@@H]3[C@H](CO)N4C(=O)CN(C(=O)C5CCCCC5)C[C@@H]34)cc2)cc1	-7.2
O=C(C[C@H]1CC[C@H]2[C@@H](COC[C@H](O)CN2Cc2cc(F)cc(F)c2)O1)NC1CCCC1	-0.4
The results go on:
SMILES	TcdB inh
O=C(Nc1ccc(F)cc1)N1[C@@H](CO)[C@@H]2c3ccccc3NC[C@@H]21	0.2
COc1ccc(CN(C)C[C@H]2Oc3ccc(NC(=O)Nc4cccc5ccccc45)cc3C(=O)N([C@@H](C)CO)C[C@H]2C)cc1	-1.2
O=C(NCC[C@@H]1CC[C@H](NS(=O)(=O)c2ccc(Cl)cc2)[C@@H](CO)O1)c1ccccc1F	0.3
Cc1cccc(S(=O)(=O)N[C@H]2CC[C@@H](CCNS(=O)(=O)c3ccccc3F)O[C@H]2CO)c1	-0.8
Cc1noc(C)c1NC(=O)N(C)C[C@@H]1OCCCC[C@@H](C)Oc2ccc(NC(=O)C3CCCCC3)cc2C(=O)N([C@H](C)CO)C[C@H]1C	0.4
C[C@H]1CN([C@@H](C)CO)C(=O)Cc2cc(NC(=O)Cn3cnnn3)ccc2O[C@@H]1CN(C)Cc1ccc(C(=O)O)cc1	-0.3
O=C(C[C@H]1C[C@H]2c3cc(NC(=O)NC4CCCC4)ccc3O[C@H]2[C@@H](CO)O1)NCc1ccccn1	0.3
C[C@@H]1CN([C@@H](C)CO)C(=O)Cc2cc(NC(=O)Nc3cccc4ccccc34)ccc2O[C@@H]1CN(C)C	0.6
O=C(C1CCCC1)N1C[C@H]2[C@@H](c3ccccc31)[C@@H](CO)N2C(=O)Nc1cccc(F)c1	0.9
C/C=C/c1ccc([C@H]2[C@@H](CO)N(C(C)=O)[C@@H]2CN(CC)C(=O)CN(C)C)cc1	0.4
C[C@@H]1CN([C@@H](C)CO)C(=O)c2c(c3ccccc3n2C)-c2ccccc2CO[C@@H]1CN(C)C(=O)Nc1cccc(C(F)(F)F)c1	0.3
CC(=O)N1CCCCN2[C@H](CO)[C@@H](c3ccc(Br)cc3)[C@@H]2C1	0.7
COCC(=O)N1C[C@H](C)[C@H](OC)CN(C)C(=O)c2ccc(NC(=O)c3cnccn3)cc2OC[C@H]1C	-0.7
CN(C)CC#Cc1ccc([C@H]2[C@H]3CN(C(=O)CN(C)C)CCCCN3[C@H]2CO)cc1	-4.6
O=C(Cc1ccccc1)N1CC2(C1)[C@H](c1ccccc1)[C@H](CO)N2C(=O)Cc1ccccc1	-0.3
O=C(C1CCCC1)N1C[C@@H]2[C@H](c3ccccc31)[C@@H](CO)N2C(=O)c1ccccc1F	-0.5
COCC(=O)Nc1ccc2c(c1)C(=O)N(C)C[C@H](OC)[C@@H](C)CN(CC1CC1)[C@H](C)CO2	0.5
CCC(=O)N(C)C[C@@H]1Oc2ncc(C#Cc3ccncc3)cc2C(=O)N([C@@H](C)CO)C[C@@H]1C	0.0
CO[C@@H]1CN(C)C(=O)c2cccc(C#N)c2OC[C@H]2O[C@@H](CC[C@H]2OC)CCN(C)C(=O)[C@H]1C	-0.7
CC(=O)N(C)C[C@H]1Oc2ncc(-c3ccccc3F)cc2C(=O)N([C@H](C)CO)C[C@@H]1C	0.4
COc1ccccc1-c1cnc2c(c1)C(=O)N([C@H](C)CO)C[C@H](C)[C@H](CN(C)CC1CCCC1)O2	0.5
COCC#Cc1cnc2c(c1)C(=O)N([C@@H](C)CO)C[C@@H](C)[C@H](CN(C)C(=O)CCN1CCCCC1)O2	-0.8
CN(C)CC#Cc1ccc([C@@H]2[C@H]3CN(CC4CC4)CCCCN3[C@H]2CO)cc1	0.6
CO[C@H]1CN(C)C(=O)c2cc(NS(C)(=O)=O)ccc2OC[C@H](C)N(C)C[C@@H]1C	-1.8
CC(C)(C)S(=O)N1Cc2cc(C(=O)NCCCN3CCOCC3)nc(-c3cccc(C#CCC4CCCC4)c3)c2[C@@H]1CCO (some centres not stated)	1.1
More results follow.
SMILES	TcdB inh
CN(C)CC(=O)N[C@@H]1CC[C@@H](CC(=O)NCCN2CCCCC2)O[C@@H]1CO	0.5&-1.5
COc1ccc2c3c(n(C)c2c1)[C@H](CO)N(CC1CCCC1)CC31CCN(Cc2nccs2)CC1	-1.2
C[C@@H]1CN([C@@H](C)CO)C(=O)c2cc(NC(=O)Cn3cnnn3)ccc2O[C@@H]1CN(C)Cc1ccc(Cl)c(Cl)c1	-0.2
CCC(=O)N(C)C[C@H]1Oc2ncc(C#CC3(O)CCCC3)cc2C(=O)N([C@H](C)CO)C[C@@H]1C	0.3
N#C[C@@H]1[C@@H](c2ccccc2-c2ccc(F)cc2)[C@@H](CO)N1C(=O)Cc1ccccc1	0.6
CCCN(C)C[C@@H]1Oc2cc(C#CC3CCCC3)ccc2S(=O)(=O)N([C@@H](C)CO)C[C@H]1C	0.0
O=C(NCc1ccccc1)[C@@H]1CCCN1C(=O)[C@H]1CCCN1C(=O)c1ccccc1F	1.6
C[C@H]1CN([C@@H](C)CO)S(=O)(=O)c2ccc(C3=CCCC3)cc2O[C@@H]1CN(C)Cc1ccccc1F	-3.1
C[C@H]1CN([C@@H](C)CO)C(=O)Cc2cc(NC(=O)CCC(F)(F)F)ccc2O[C@H]1CN(C)CC1CCCCC1	0.6
C[C@H](CO)N1C[C@H](C)[C@H](CN(C)C)Oc2ccc(NC(=O)CCCCCC(=O)Nc3ccccc3N)cc2C1=O	1.7
